Screens: PubChem, several laboratories
APP 5'UTR act = activates APP 5'UTR luciferase reporter; SH-SY5Y APP 5'UTR luciferase reporter, luminescence; zero percent = DMSO vehicle wells; activation, % at 2 µM; 190,000 tested, 1% active; AID 1276;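 active = activation above a set limit, based on mean plus 3 SD of controls, cut at about 140% in these data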; note: values of inactives mirror those of a sister screen read the other way
NF-kB neuron act = compounds increasing NF-kB expression in human neuronal cells; NF-kB reporter expression; active compounds read high; fold change at 12.5 µM; 190,000 tested, 1.6% active; in the data active = fold change above about 3.3
RAM inhibit = inhibitors of the yeast RAM network; S. cerevisiae dse1pr::URA3 reporter, 5-FOA growth OD615, 2 d; analog-sensitive cbk1-as2 kinase mutant strain; inhibition, % at 50 µM; 190,000 tested, 1.8% active; AID 868;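 active = inhibition above a set limit, 3 SD over mean compound inhibition, cut at about 8.4% in these data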;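 note: 0% = DMSO-only wells with no growth and 100% = 10 µM 1-NA-PP1 full growth; inhibition rescues growth on 5-FOA so higher OD means more RAM inhibition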
Hsp70 act = Hsp70 transcriptional activation, primary screen; HeLa Hsp70 promoter luciferase reporter, luminescence; scaled: vehicle 0, proteasome-inhibitor control 100%; activation, % at 10 µM; 200,000 tested, 0.04% active; AID 1203;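 active = activation above the mean across all tested compounds plus 3 SD, cutoff set per campaign, cut at about 5.5% in these data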;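 note: 100% = MG132 at 30 µM as the positive control and 0% = DMSO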
APP 5UTR inh = APP translation inhibition; SH-SY5Y APP 5'UTR-luciferase reporter, luminescence; inhibition, % at 2 µM; 190,000 tested, 0.82% active; AID 1285;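 active = inhibition above a set limit, derived from the sample mean plus 3 SD, cut at about 45% in these data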; note: values of inactives mirror those of a sister screen read the other way
STAT3 blocker = STAT3 signaling inhibition | U3A cells, IL-6 STAT3-luciferase reporter, luminescence; host cell line lacks STAT1 | AID 862 | 190,000 tested, 0.89% active | inhibition, % at 5.5 µM;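 active = inhibition above the mean inhibition across all screened compounds plus 3 SD, cut at about 44% in these data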;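 note: 0% = DMSO only wells and 100% = 100 µM nifuroxazide control wells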
STAT1 blocker = inhibitors of IFN-gamma induced STAT1 signaling; NIH 3T3 STAT1-luciferase reporter, luminescence; inhibition, % at 5.5 µM; 200,000 tested, 0.35% active; AID 920;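 active = inhibition above a set limit, the mean inhibition across all tested compounds plus 3 SD, cut at about 34% in these data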;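 note: 0% = IFN-gamma with DMSO and 100% = IFN-gamma with 300 µM nifuroxazide; values of inactives mirror those of a sister screen read the other way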
STAT1 act = activators of IFN-gamma induced STAT1 signaling | NIH 3T3 STAT1-luciferase reporter, luminescence; 100% = IFN-gamma alone, no compound | AID 932 | activation (% of control), % at 5.5 µM | 200,000 tested, 2.6% active;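 active = activation above the screen-wide mean activation plus 3 SD, cut at about 130% in these data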;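 note: raw ratio to IFN-gamma control signal so 100% means no change and 0% no light; values of inactives mirror those of a sister screen read the other way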
STAT3 activator = activators of IL-6 induced STAT3 signaling; 190,000 tested, 0.91% active; activation (% of control), % at 5.6 µM; U3A cells, IL-6 STAT3-luciferase reporter, luminescence; 100% = signal with IL-6 EC80 alone;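 active = activation above the screen-wide mean of compound activation plus 3 SD, cut at about 130% in these data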;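 note: 0% = background luminescence of wells with medium and substrate only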
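Test system: STAT3-luciferase reporter U3A cells; Detection: reporter luminescence signal; Times: 1 h compound pre-exposure, 6 h IL-6 stimulation, 37 °C; Benchmarks: IL-6-only high control; Also added: IL-6 stimulus at 33 ng/mL final.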
FLuc inhib CS = inhibits firefly luciferase, flagging false hits in luciferase inhibition screens; P08659; ATPLite firefly luciferase biochemical luminescence, 10 min; inhibition, % at 10 µM; 200,000 tested, 1.5% active; AID 1006;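 active = inhibition above about 50% when tested at 10 µM, limit read from the data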
Target sequence (P08659 whole entry, looked up): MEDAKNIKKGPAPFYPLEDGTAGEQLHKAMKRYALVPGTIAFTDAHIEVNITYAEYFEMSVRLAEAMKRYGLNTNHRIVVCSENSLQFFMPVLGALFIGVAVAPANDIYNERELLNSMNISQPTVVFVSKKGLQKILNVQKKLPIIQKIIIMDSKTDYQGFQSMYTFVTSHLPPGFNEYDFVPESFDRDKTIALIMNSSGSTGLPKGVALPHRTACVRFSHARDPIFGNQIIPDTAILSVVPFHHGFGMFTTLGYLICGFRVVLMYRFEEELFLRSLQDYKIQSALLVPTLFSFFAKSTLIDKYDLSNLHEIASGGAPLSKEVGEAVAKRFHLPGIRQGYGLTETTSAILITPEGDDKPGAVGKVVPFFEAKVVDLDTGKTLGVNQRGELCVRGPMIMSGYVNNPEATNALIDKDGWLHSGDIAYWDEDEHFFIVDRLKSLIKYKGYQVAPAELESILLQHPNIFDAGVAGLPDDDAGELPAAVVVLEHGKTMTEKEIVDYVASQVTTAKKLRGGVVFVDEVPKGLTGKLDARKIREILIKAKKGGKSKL
An asterisk follows results filed as active; nt = not tested or not shown. The order is random; 7.7% or so of the library scored in one or more.

The opening two compounds as a preview:
SMILES	APP 5'UTR act	NF-kB neuron act	RAM inhibit	Hsp70 act	APP 5UTR inh	STAT3 blocker	STAT1 blocker	STAT1 act	STAT3 activator	FLuc inhib CS
CCOc1cc(CNc2ccc(N3CCCCC3)cc2)cc(Br)c1OCC(=O)NC(C)(C)C	9	0.91	-0.2	-0.4	-9	10	12	89	94	-3
Cc1ccc(N/N=C(\C#N)C(=N)N2CCOCC2)cc1	22	1.9	2.6	-0.3	-22	-13	-41	137*	114	16

Main list (from the top)
SMILES	APP 5'UTR act	NF-kB neuron act	RAM inhibit	Hsp70 act	APP 5UTR inh	STAT3 blocker	STAT1 blocker	STAT1 act	STAT3 activator	FLuc inhib CS
CCOc1cc(CNc2ccc(N3CCCCC3)cc2)cc(Br)c1OCC(=O)NC(C)(C)C	9	0.91	-0.2	-0.4	-9	10	12	89	94	-3
Cc1ccc(N/N=C(\C#N)C(=N)N2CCOCC2)cc1	22	1.9	2.6	-0.3	-22	-13	-41	137*	114	16
Cc1ccc2c(c1)N(CCC(=O)NCc1ccc3c(c1)OCO3)C(=O)CO2	7	0.97	2.1	-0.6	-7	11	4	96	98	-10
Cc1ccccc1N1CCN(C(=S)c2ccccc2)CC1	9	0.88	4.4	-0.3	-9	3	4	97	97	-6
COc1ccc(-c2cc(C(F)(F)F)nc(-n3cc(Br)cn3)n2)cc1	-4	1.2	4.1	-0.5	4	35	6	95	75	-2
COC(=O)c1sc2nc(C)nc(SCC(=O)N3CCC(C(=O)O)CC3)c2c1C	2	1	0.0	-0.3	-2	0	-11	111	101	0
O=C1NC(=S)N/C1=C/C=C/c1ccccc1	0	2.5	2.3	0.2	0	14	-34	134*	92	4
CC1CN(c2ccc([N+](=O)[O-])nc2)CC(C)O1 (configuration not stated)	3	1.4	0.6	0.1	-3	8	-11	110	100	-1
CCc1ccc(N2NC(=O)/C(=C/C=C/c3ccco3)C2=O)cc1	0	1	4.2	0.1	0	23	3	97	82	3
CC(NC(=O)Cc1cccs1)C(c1cccs1)N1CCOCC1 (configuration not stated)	17	1.4	1.0	-0.3	-17	4	4	96	100	0
CCCCN(C(=O)COc1ccc(NC(C)=O)cc1)C1CCS(=O)(=O)C1 (configuration not stated)	7	1.1	1.9	-0.4	-7	4	1	97	98	-3
COc1ccc(C(=O)NNC(=S)NC(=O)c2ccccc2[N+](=O)[O-])cc1	4	0.96	1.8	-0.4	-4	2	-2	102	101	-3
O=C(OCC(=O)N(Cc1ccccc1)C1CCS(=O)(=O)C1)c1cc2c(s1)CCCC2 (configuration not stated)	14	0.83	4.3	-0.1	-14	5	0	100	96	-3
Cc1ccc(C(=O)CCC(=O)CCC(=O)O)cc1	7	nt	nt	-0.2	-7	5	-3	103	98	nt
O=C(COC(=O)c1cc2ccccc2oc1=O)c1cccc([N+](=O)[O-])c1	27	1.1	1.7	-0.4	-27	-13	-8	107	106	-4
Cc1cc(NC(=O)Cn2c(=O)n(CCCCC(=O)NC3CCN(Cc4ccccc4)CC3)c(=O)c3ccccc32)n[nH]1	9	1.1	-0.5	0.1	-9	6	-1	99	98	0
CCC1SC2=NC(C)=C(C(=O)OCC(C)C)C(/C=C/c3ccccc3OC)N2C1=O (configuration not stated)	6	0.86	7.0	-0.1	-6	-7	-6	106	110	-2
Cc1cccc(CSc2nc3ccncc3n2CC(=O)Nc2ccc(C)c(C)c2)c1	30	0.8	-1.7	0.0	-30	-19	6	95	116	8
Cc1cc(NC(=O)c2ccc(F)cc2)n(CCOC(=O)c2ccc(F)cc2)n1	-8	0.92	0.1	-0.3	8	-11	12	89	105	-1
Cn1c2c(c(=O)n(C)c1=O)C(C(F)(F)F)(C(F)(F)F)N=C(CCC1CCCCC1)N2	-1	0.61	1.2	-0.4	1	-5	8	93	102	-3
CCN(C(=O)CSc1nc2cc(Cl)ccc2c(=O)n1Cc1ccco1)C1CCS(=O)(=O)C1 (configuration not stated)	-4	0.74	4.3	0.2	4	9	-4	102	95	-4
COc1ccc(C2C=C(c3ccccc3)Nc3nc(NC(C)=O)nn32)cc1 (configuration not stated)	2	0.9	4.0	0.0	-2	16	-5	104	91	-2
CCOc1cc(C(=O)N2CCOCC2)ccc1OCc1ccccc1	-21	1.1	0.8	-0.3	21	0	-5	104	104	0
COc1ccc(-n2cnnc2SCC(=O)Nc2cc(S(=O)(=O)N3CCCCC3)ccc2C)cc1	-8	0.89	1.5	-0.2	8	-28	2	98	127	-6
CCOC(=O)c1c(C)[nH]c(C(=O)CN2C(=O)NC(C)(CC(C)C)C2=O)c1C (configuration not stated)	17	0.66	-0.4	0.1	-17	-3	-4	106	107	-5
Further records
SMILES	APP 5'UTR act	NF-kB neuron act	RAM inhibit	Hsp70 act	APP 5UTR inh	STAT3 blocker	STAT1 blocker	STAT1 act	STAT3 activator	FLuc inhib CS
CCCNC(=O)c1noc2c1CCc1ccccc1-2	28	2	-0.7	-0.1	-28	14	-21	119	93	35
CC(=O)NS(=O)(=O)c1ccc(NC(=O)c2ccc(Cl)cc2[N+](=O)[O-])cc1	-10	0.99	1.2	0.0	10	14	-8	105	95	-6
COc1cccc(/C=N/n2c(-c3ccco3)nc3ccccc3c2=O)c1OC	7	0.94	3.5	-0.2	-6	30	-2	102	75	6
CC12CCC(c3c(CO)nn(-c4ccccc4)c31)C2(C)C (configuration not stated)	-9	1.1	0.6	-0.3	9	2	1	99	103	0
O=[N+]([O-])c1ccc(N2CCN(CCOc3nonc3-c3ccccc3)CC2)c(Cl)c1	-16	1.2	0.9	-0.2	16	4	8	93	105	-11
CCOc1ccc(C(=O)Cc2cc(OC)c(OC)cc2[N+](=O)[O-])cc1	13	1.3	0.9	-0.5	-13	5	-16	114	102	1
FC(F)Oc1ccc(NC(=S)NCc2cccnc2)cc1	10	1.1	1.1	-0.1	-10	-4	-4	102	114	-3
NC(=O)C1CCN(c2nc(C3CC3)nc3c2nnn3Cc2ccccc2Cl)CC1	-6	1.5	0.8	0.6	6	4	2	98	101	-4
Fc1ccc(CNc2ccc(CNc3ncn[nH]3)cc2)cc1	11	1.4	3.6	-0.1	-11	11	3	96	96	-6
COc1ccc(Cl)cc1C(=O)Nc1cccc(-c2ccc3nncn3n2)c1	-11	0.49	0.4	-0.4	11	34	11	89	76	2
Cc1ccc(-c2nnc(N(C)C(=O)c3ccncc3)s2)cn1	3	1.4	2.4	-0.2	-4	15	-7	106	92	-3
COc1c2ccoc2c(OCC=C(C)C)c2oc(=O)ccc12	-13	1.6	4.2	-0.3	13	14	6	94	85	0
CC(=O)c1cc2c(O)c(O)ccc2o1	-5	0.75	1.0	-0.2	5	-4	12	89	107	-5
CN1C/C(=C\c2ccc(N3CCOCC3)cc2)C(=O)/C(=C/c2ccc(N3CCOCC3)cc2)C1	4	1.1	1.2	0.3	-4	-4	-1	101	108	-4
Cc1cccc(NC(=O)c2cc(S(=O)(=O)NCc3ccco3)ccc2F)c1C	-8	0.88	3.0	-0.2	8	2	1	99	101	-1
COc1cc(OC)c(OC)cc1/C=C/c1cc(C(=O)O)c2ccccc2n1	12	nt	2.3	0.1	-12	0	5	96	105	39
CC1CCN(CCOCCOc2ccc(Br)cc2Cl)CC1	-4	1.5	-0.9	-0.3	4	5	8	92	97	-5
COc1ccc(Cl)cc1N(CC(=O)N1CCN(Cc2ccccc2)CC1)S(C)(=O)=O	-6	0.98	1.9	0.1	6	7	4	96	100	-4
O=C(NCC1CCCO1)C1CCN(S(=O)(=O)c2cccc3cccnc23)CC1 (configuration not stated)	-5	1.2	2.6	-0.1	5	-2	-1	101	106	-2
Cc1cc(NC(=O)CSc2nnc(C3CC3)n2N)c([N+](=O)[O-])cc1C	0	1.1	0.8	-0.4	0	9	-4	104	97	-6
Nc1nnc(SCc2ccc([N+](=O)[O-])cc2)s1	33	1.2	0.1	-0.1	-33	4	-10	107	98	-2
CCOC(=O)Nc1cc(C(=O)OC)ccc1C	12	1.1	0.9	-0.4	-12	1	2	98	97	-2
COC(=O)c1ccc2c(c1)NC(=O)C(N1CCOCC1)S2 (configuration not stated)	-6	1.3	1.6	-0.5	6	8	1	99	95	-2
COc1ccc(CC(NC(C)=O)C(=O)NC2CCN(C(=O)Nc3ccc(C#N)cc3)CC2)cc1OC (configuration not stated)	-1	1.5	1.4	-0.2	1	-10	2	98	111	-9
C=CCn1cnc2c(nnn2-c2cc(C)cc(C)c2)c1=O	10	1.2	2.5	-0.2	-10	5	-9	109	96	-5

An excerpt from above in order of their number in STAT1 act, smallest number first.
| SMILES | STAT1 act |
| --- | --- |
| CCOC(=O)Nc1cc(C(=O)OC)ccc1C | 98 |
| CC12CCC(c3c(CO)nn(-c4ccccc4)c31)C2(C)C (configuration not stated) | 99 |
| CN1C/C(=C\c2ccc(N3CCOCC3)cc2)C(=O)/C(=C/c2ccc(N3CCOCC3)cc2)C1 | 101 |
| Cc1cc(NC(=O)CSc2nnc(C3CC3)n2N)c([N+](=O)[O-])cc1C | 104 |
| CCOc1ccc(C(=O)Cc2cc(OC)c(OC)cc2[N+](=O)[O-])cc1 | 114 |

The list continues.
SMILES	APP 5'UTR act	NF-kB neuron act	RAM inhibit	Hsp70 act	APP 5UTR inh	STAT3 blocker	STAT1 blocker	STAT1 act	STAT3 activator	FLuc inhib CS
CC1CC(CC(=O)NNc2nc(-c3ccccc3)cs2)C(=O)O1 (configuration not stated)	-2	1	-1.3	-0.2	2	11	-7	105	99	2
CC1CCCCC1N=CC1=C(O)CC(C)(C)CC1=O (configuration not stated)	8	1.1	1.2	-0.4	-8	-1	-4	103	103	-2
O=S1(=O)C=CC(N2CCOCC2)C1 (configuration not stated)	10	1.1	1.2	-0.2	-10	4	0	100	99	-8
Cc1nnc(NC(=O)CSc2ccc([N+](=O)[O-])cn2)s1	12	1.2	2.7	0.0	-12	3	1	98	102	-4
O=c1c2ccccc2nc(-c2ccccc2)n1/N=C/c1ccc([N+](=O)[O-])cc1	18	1	1.8	-0.2	-18	-2	0	100	101	-9
COC(CNC(=O)c1cc(-c2ccncc2)nc2ccc(S(=O)(=O)N3CCOCC3)cc12)OC	2	1.1	1.0	0.0	-2	-10	-16	113	110	-2
FC(F)(F)c1cc(-c2cccs2)n[nH]1	6	1.2	-0.1	0.1	-6	8	16	85	97	-6
CN(Cc1ccccc1)c1ccc([N+](=O)[O-])cc1C(=O)O	11	1.3	-0.2	0.1	-11	7	-1	101	96	-6
N=c1n(Cc2ccc(Cl)cc2)c2ccccc2n1CC(O)COc1ccccc1 (configuration not stated)	5	1.1	-1.3	-0.4	-6	-3	26	75	105	-4
O=C(CN1CCCCC1)N1c2ccccc2Oc2ccccc21	4	0.87	2.3	-0.2	-4	-6	-1	101	109	-1
Cc1ccc(NC(=O)CSC(C)C(=O)NCCc2ccccn2)cc1 (configuration not stated)	8	0.86	-0.5	-0.1	-8	8	3	96	100	-5
CCOP(=O)(c1ccc(N(C)C)cc1)C(O)c1c(Cl)cccc1Cl (configuration not stated)	-9	1.2	1.6	-0.3	9	14	8	92	91	-9
Cc1ccc2c(c1)-c1c(cnn1CC(=O)N1CCCN(Cc3ccccc3F)C1)CO2	-10	1.4	-0.3	-0.3	10	9	0	101	93	-8
COC(=O)c1cc(Cl)nc2ccccc12	-1	1.1	2.3	0.1	1	6	-7	104	97	-3
Cc1nn(C)c(C)c1S(=O)(=O)N1CCCC(C(=O)NCC2COc3ccccc3O2)C1 (configuration not stated)	0	1.1	2.5	-0.4	0	11	6	95	95	-3
